Rab9 prom act – Rab9 promoter activation. Huh7 Rab9 promoter-luciferase reporter, luminescence, 24 h. Potency, µM (doses to about 9.22 µM), for the others: at the highest dose activation, negative = inhibition, most hits filed as activators. actives 2.8% (n = 320,000). AID 485297; note: % of control where 0% means no effect; nearly all actives have a fitted effect of over 60% in size
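Quantitative HTS format; Huh7 Rab9-luciferase reporter cells (1500/well) receive compound 2 h post-plating, incubate 24 h at 37 °C, then get luciferase reagent for 10 min before luminescence reading.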
ELG1 genotox – genotoxicity induction in ELG1-luciferase HEK293T cells; actives 1.3% (n = 330,000); HEK293T ELG1-luciferase reporter, luminescence, 16 h; Potency, µM (series often up to 46 µM), inactives show top-dose activity change, positive = activation, most hits filed as activators; note: % of control where 0% means no effect; nearly all actives have a fitted effect of over 60% in size
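HEK293T cells expressing luciferase-tagged ELG1 were treated with compound or DMSO for 16 hr at 37°C. Luciferase activity was then read after 30 min with ONE-Glo at room temperature; rising signal flags genetic stress.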
FLuc counter – firefly luciferase modulation, counter-screen for miR-21 project | P08659 | purified FLuc, Km substrates, luminescence inhibition | Potency, µM (doses to about 57.5 µM), for the others: at the top dose activity change, negative = inhibition, usual class: inhibitors | actives 6.9% (n = 360,000) | AID 588342;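 note: plate controls were vehicle for no effect and reference inhibitor for full effect; nearly all actives have a fitted effect of over 55% in size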
Target sequence (P08659 whole entry, looked up): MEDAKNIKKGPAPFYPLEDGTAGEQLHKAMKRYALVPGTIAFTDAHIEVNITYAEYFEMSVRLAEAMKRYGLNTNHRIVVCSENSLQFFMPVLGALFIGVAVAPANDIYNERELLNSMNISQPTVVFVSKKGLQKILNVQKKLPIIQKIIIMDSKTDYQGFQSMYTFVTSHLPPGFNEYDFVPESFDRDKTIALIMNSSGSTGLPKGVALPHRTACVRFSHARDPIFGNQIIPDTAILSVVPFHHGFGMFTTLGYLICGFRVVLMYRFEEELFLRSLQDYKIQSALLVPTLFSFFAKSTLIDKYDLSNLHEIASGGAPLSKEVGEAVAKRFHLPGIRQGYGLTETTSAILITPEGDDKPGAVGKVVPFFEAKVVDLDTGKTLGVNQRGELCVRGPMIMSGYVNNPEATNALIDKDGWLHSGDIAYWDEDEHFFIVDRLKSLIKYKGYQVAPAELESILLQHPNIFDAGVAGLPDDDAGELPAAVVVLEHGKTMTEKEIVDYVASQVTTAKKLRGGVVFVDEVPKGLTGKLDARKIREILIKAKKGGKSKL
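Biochemical qHTS of compounds, final roughly 60 µM downward over six points, against 10 nM purified firefly luciferase using Km concentrations of substrates (10 uM D-luciferin, 10 uM ATP) in Tris acetate pH 7.5 buffer; luminescence output.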
RORgamma inh – blocks mouse ROR gamma transcriptional activity. P51450. Drosophila S2 Gal4-RORgamma UAS-luciferase reporter, 20 h. Potency, µM (titrated, usually from 53.6 µM), for inactives: at the highest dose activity change, negative = inhibition, hits mostly inhibitors. actives 5.4% (n = 310,000); note: % is set by controls: 0 for no effect and ±100 for the full control effect; nearly all actives have a fitted effect of over 60% in size
Target sequence (P51450 whole entry, looked up, the tested form may be a part): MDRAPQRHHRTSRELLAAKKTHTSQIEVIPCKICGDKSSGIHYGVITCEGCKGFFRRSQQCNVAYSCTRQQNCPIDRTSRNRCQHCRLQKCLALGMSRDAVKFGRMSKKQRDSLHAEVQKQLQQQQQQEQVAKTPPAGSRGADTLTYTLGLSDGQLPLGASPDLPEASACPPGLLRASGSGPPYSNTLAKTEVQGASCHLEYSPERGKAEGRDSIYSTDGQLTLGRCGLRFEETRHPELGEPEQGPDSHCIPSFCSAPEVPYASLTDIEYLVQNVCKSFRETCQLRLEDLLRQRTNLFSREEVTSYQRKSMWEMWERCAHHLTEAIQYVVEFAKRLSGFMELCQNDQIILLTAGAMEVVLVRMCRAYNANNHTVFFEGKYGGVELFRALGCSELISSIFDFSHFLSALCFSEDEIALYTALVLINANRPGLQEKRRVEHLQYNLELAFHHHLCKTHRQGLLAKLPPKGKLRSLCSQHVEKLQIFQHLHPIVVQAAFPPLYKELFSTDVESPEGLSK
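Luciferase reporter read in Schneider cells carrying Gal4-RORγ (mouse) and UAS-Photinus luciferase; cells given compound 1 h before 700 uM copper sulfate induction, then incubated 20 h at ambient temperature.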
uPA generation – blocks generation of uPA at the cell surface | actives 0.31% (n = 330,000) | cell surface uPA generation assay, qHTS | Potency, µM (top dose mostly 38.3 µM), for the others: top-dose activity change, negative = inhibition, actives largely listed as inhibitors | AID 540303; active = well fitted inhibition curve with a large enough effect; inconclusive = small, poorly fitted or top-dose-only effect; inactive = no such curve, though single readings can be large or run the other way; tested in mouse RAW 264.7 cells; note: % is set by controls: 0 for no effect and ±100 for the full control effect; nearly all actives have a fitted effect of over 55% in size
MLL CXXC-DNA inh – inhibitors of human MLL CXXC domain-DNA interaction. actives 0.037% (n = 290,000). Potency, µM (doses to about 115 µM), inactives show at the top dose activity change, negative = inhibition, usual class: inhibitors. Q03164. MLL-CXXC / FITC-HOXA9 DNA fluorescence polarization; active = well fitted inhibition curve with a large enough effect in the polarisation, with a control signal flat, not every such curve was filed as active; inconclusive = small, poorly fitted or top-dose-only effect, or effect the other way, or a change in a side signal; inactive = no such curve, though single readings can be large or run the other way; the % refers to the polarisation
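Steps: dispense CXXC domain solution (7 uM) → pin compounds or unlabeled HOX-A9 DNA control → 5 min ambient → add FLSN-HOX-A9 solution (50 nM) → spin → 30 min ambient → fluorescence polarization. Tris pH 7.5/NaCl/DTT/BSA buffer.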
Gal4-VP16 FLuc – Gal4-VP16 reporter inhibition counter-screen; AID 2546; Drosophila S2 Gal4-VP16 UAS-luciferase, luminescence, 20 h; Potency, µM (titrated, usually from 53.6 µM), for the others: top-dose activity, negative = inhibition, most hits filed as inhibitors; actives 3.5% (n = 310,000);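 note: Gal4-VP16 expression switched on by copper sulfate through the metallothionein promoter; % is set by controls: 0 for no effect and ±100 for the full control effect; nearly all actives have a fitted effect of over 50% in size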
MBNL1-CUG inh – blocks human MBNL1 binding to CUG repeat RNA; Q9NR56; TR-FRET MBNL1-His/biotin-(CUG)12 binding, 665/545 ratio; Potency, µM (top dose mostly 57.5 µM), for the others: top-dose activity change, negative = inhibition, actives largely listed as inhibitors; actives 0.036% (n = 280,000); AID 2675; active = well fitted inhibition curve with a large enough effect in the signal ratio, with a control signal flat, not every such curve was filed as active; inconclusive = small, poorly fitted or top-dose-only effect, or effect the other way, or a change in a side signal; inactive = no such curve, though single readings can be large or run the other way; the % refers to the signal ratio; note: % is set by controls: 0 for no effect and ±100 for the full control effect
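TR-FRET between His-tagged MBNL1 and biotin-(CUG)12 RNA, detected with Tb anti-His antibody (0.055 ng/ul) and streptavidin-XL665 (5 nM), 60 min at room temperature. Compounds titrated 92 nM to 58 uM; 665/545 nm ratio normalized to buffer and complex controls.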
NPC1 promoter act – activators of NPC1 promoter. actives 2.4% (n = 320,000). AID 485313. Huh7 NPC1 promoter luciferase reporter, 24 h. Potency, µM (highest dose often 9.22 µM), for the others: top-dose activation, usual class: activators;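 note: % of control where 0% means no effect; nearly all actives have a fitted effect of over 60% in size; reporter is driven by a mutant NPC1 promoter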
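Luminescence from an NPC1 promoter-driven luciferase reporter in stably transfected Huh7 cells was measured after 24 h compound treatment at 37 °C, followed by 10 min ambient incubation with luciferase detection reagent.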
p53 reactivation – mutant p53 re-activation in reporter cells. Potency, µM (doses to about 92.2 µM), without a hit: at the top dose activity change, positive = activation, actives largely listed as activators. actives 0.063% (n = 320,000). H1299 p53-A138V BP100-luciferase reporter, luminescence, 24 h. AID 504706; note: % of control where 0% means no effect; nearly all actives have a fitted effect of over 45% in size
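H1299 (p53-null), stable ts p53-A138V + BP100-Luc; 1000 cells/well, Opti-MEM/10% FBS; cpd 4 pt, 1:5; 24 h, 37 deg C, 5% CO2; detection reagent 10 min RT; luminescence.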
BRCA1 expr up – BRCA1 expression activation | actives 1.1% (n = 380,000) | MCF7-BRCA1-FFLuc reporter, luminescence, 48 h; response scale: scaled: vehicle 0%, 10 µM genistein 100% | Potency, µM (series often up to 46.1 µM), inactives show at the highest dose activation, most hits filed as activators; note: nearly all actives have a fitted effect of over 80% in size; some results filed as inactive show a strong effect at the top dose
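Luminescence from a BRCA1-driven firefly luciferase in MCF7 cells was read after 48 h compound exposure at 37 C. Data normalized against DMSO and a 10microM genistein activation control, then curve-fitted across the titration.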
The depositor's hits bear a star; ? = inconclusive; · = not tested or not shown; [ ] = remark or other dose. Unless noted, calls come from the whole dose curve; as a rule, active = well fitted curve in the direction sought with a large enough effect; inconclusive = small, poorly fitted or top-dose-only effect, or another doubt; inactive = no such curve, though single readings can be large; an effect the other way counts as inactive or inconclusive. Potency is the fitted concentration of half-maximal effect.

Each structure is followed by: Rab9 prom act, ELG1 genotox, FLuc counter, RORgamma inh, uPA generation, MLL CXXC-DNA inh, Gal4-VP16 FLuc, MBNL1-CUG inh, NPC1 promoter act, p53 reactivation, BRCA1 expr up
N#CCCn1cc(C(=O)Nc2ccc(C(=O)O)cc2)c(-c2cc3ccccc3o2)n1
  -5%, 2%, -18%, 15%, 4%, 0%, -15%, 1%, -1%, 2%, 1%
CCOC(=O)c1ccc2nc(C)c(C)nc2c1
  21%, ?, -20%, 4%, 0%, -11%, ?, 13%, 21%, 12%, 0%
COc1ccc(NC(=O)CSc2ccccc2)cn1
  22%, ?, ?, ?, 0%, -15%, 26%, 3%, 18%, 8%, 2%
CCOC(=O)N1CCC(N(CCOC)C(=O)Nc2ccc(CC)cc2)CC1
  -6%, 0%, 0%, 0%, 10%, -1%, -10%, -4%, 12%, -4%, -1%
COc1cccc(OCc2cc(C(=O)N3CCN(C(C)=O)CC3)no2)c1
  3.2µM*, ?, ?, 7%, -1%, ?, 5%, -1%, ?, 14%, ?
CCCC(c1nnnn1CS(=O)(=O)c1ccc(C)cc1)N1CCN(CC)CC1 (stereo not given)
  -2%, 0%, 2%, -16%, 3%, 2%, -9%, 8%, -1%, -3%, 0%
CCCOC(=O)Nc1c(C)cccc1C(C)C
  10%, -5%, -2%, 24%, 0%, 11%, -3%[10 µM], -1%, -3%, -2%, 3%
N#Cc1c(SCc2ccccc2)nc(N2CCOCC2)c2c1CCCC2
  -2%, -9%, -1%, 29%, 8%, 9%, 7%, -13%, 1%, 18%, -37%
CC(C)COC(=O)c1cc(-c2ccc(/C=N/n3cnnc3)o2)ccc1Cl
  -2%, -2%, -3%, 42%, 5%, -1%, 30%[0.365 µM], 7%, 2%, 5%, 5%
Cc1ccc(-n2c(C)nnc2SCC(=O)N2CCc3ccccc3C2)cc1C
  5%, -3%, 1%, -6%, 2%, 4%, -6%, 0%, -1%, -5%, 5%
COc1ccc(NC(=O)CSc2nc3[nH]ncc3c(=O)n2-c2ccccc2C)cc1OC
  -6%, 6%, 1%, 14%, 3%, 1%, 3%, -17%, -1%, -6%, -6%
CC1=C(C(=O)N2CCOCC2)C(c2ccc(C)cc2)NC(=S)N1 (stereo not given)
  -2%, -1%, -1%, -43%, 3%, -4%, -7%, -22%, -1%, 0%, 7%
COc1ccc(CCNC(=O)COC(=O)c2cnc(C)cn2)cc1OC
  4%, 8%, 0%, 6%, -6%, 6%, 5%, -8%, -4%, -2%, 0%
COc1ccc(NC(=O)CS(=O)(=O)c2ccccc2Cl)cc1
  18%, 5%, -18%, 16%, 3%, -4%, 3%, -14%, 10%, 6%, 42%
C=CCNC(=O)C1CC(=O)N(c2ccc(OCC(=O)Nc3ccc(Cl)c(C(F)(F)F)c3)cc2)C1 (stereo not given)
  -1%, -3%, -1%, -3%, 3%, 13%, -1%, -8%, -1%, 1%, -24%
COc1cc(C(=O)Nc2ccccc2-c2nnn(CC(N)=O)n2)cc(OC)c1OC
  0%, 11%, 9%, -18%, -4%, -2%, 14%, -9%, 1%, 2%, -6%
COc1ccc(C(=O)CSc2ccc(-c3ccc(C)cc3)nn2)cc1
  20%, 6%, 11µM*, -24%, -3%, 3%, -11%, 8%, 21%, 15%, 36%
CCCc1nnc(NC(=O)c2cc3ccccc3o2)s1
  4µM*, 27%, 13µM*, -24%, -1%, 9%, ?, 10%, 3.5µM*, 26%, 5µM*
COc1cccc(-c2cc(C(F)(F)F)c3c(N)c(C#N)sc3n2)c1
  9%, 1%, -1%, -27%, ·, -11%, -23%, -7%, 20%, 1%, ·
C[C@H](NC(=O)c1nc[nH]c1C(=O)N1CCc2ccccc2C1)c1ccccc1
  -4%, 0%, -2%, ·, 0%, ·, ·, ·, -1%, -4%, 3%
CCOC(=O)N1CCN(C(=O)c2ccc3c(=O)n(-c4ccc(OC)cc4OC)c(=S)[nH]c3c2)CC1
  1%, -1%, 1%, -18%, -2%, 0%, 1%, -3%, 2%, 2%, 0%
Cc1ccc(OCC(=O)Nc2cccc(-c3nnc(-c4ccccc4)o3)c2)c(C)c1
  1%, 10%, -5%, ?, -5%, 0%, 0%, -5%, 9%, -1%, 48%
CCOC(=O)c1c(NC(=O)CSc2nnc(-c3cccnc3)o2)sc(C(C)=O)c1C
  13%, 0%, -2%, 10µM*, -7%, 40%[activator], ?, 24%, 2%, -12%, 8%
CCN(CC(=O)NCc1ccc(F)cc1)C(=O)c1oc2ccccc2c1C
  0%, 1%, -2%, 5%, 3%, -9%, 4%, -6%, 1%, -3%, -28%
N#CC1=C(N)Oc2n[nH]c(-c3ccccc3)c2C1c1ccsc1 (stereo not given)
  5%, 2%, 0%, -2%, -10%, -15%, -10%, -1%, 0%, -16%, 4%
CCCn1c(SCC(=O)NCCc2ccccc2)nnc1-c1ccccn1
  -1%, -4%, 4%, -25%, -2%, -5%, -1%, -1%, -3%, 1%, -11%
COc1ccc(CNc2nc(NCc3ccc(OC)cc3)n(C(=O)c3ccccc3[N+](=O)[O-])n2)cc1
  3%, 1%, -9%, 17%, 9%, 0%, -9%, 1%, 27%, 4%, 53%
O=C(C1CC=CCC1)N1CCC(CO)(Cc2ccc(Cl)cc2)CC1 (stereo not given)
  0%, -9%, 2%, 14%, -15%, -4%, -1%, 9%, -3%, 3%, -13%
O=c1[nH]ccc2c(O)cccc12
  -36%[inhibitor][46.1 µM], ·, ·, ·, -14%, 11%, ·, ·, -19%[46.1 µM], ·, 11%
O=C(NCC(c1cccs1)N1CCOCC1)c1ccccc1NS(=O)(=O)c1ccc(Cl)cc1 (stereo not given)
  2%, -6%, 3%, ?, -3%, -6%, -6%, -2%, 2%, 6%, -28%
CC(=O)N1CC(=O)N(OCc2ccccc2)C1c1ccc(Cl)cc1Cl (stereo not given)
  1%, 1%, -2%, -6%, -3%, 18%, 6%, -4%, -1%, -1%, 37%
CC(C)N(C(=O)Cn1cnc2c(cnn2-c2ccccc2Cl)c1=O)C(C)C
  6%, 2%, 9%, 3%, ·, -1%, -6%, -4%, 3%, -3%, 5%
COc1cc(NC(=O)CCCN2C(=O)NC(C)(C)C2=O)cc(OC)c1
  0%, 0%, -2%, ·, 1%, ·, ·, ·, 1%, -9%, -13%
CCOC(=O)c1c(NC(=O)Cc2cccs2)sc(C(=O)NC2CCCC2)c1C
  -8%, 1%, 9%, 25%, 4%, -6%, 0%, 1%, -6%, 9%, -30%
C[N+]1(CCCCSc2ccc(O)cc2)CCCCC1
  -12%, -3%, -4%, 19%[10 µM], -6%, 8%, -10%, ·, -1%, -2%, -46%
CC(NC(=O)CN(c1cccc(C(F)(F)F)c1)S(C)(=O)=O)c1ccccc1 (stereo not given)
  6%, -6%, -1%, -35%[1.91 µM], -2%, 2%, -13%, -5%, -6%, 14%, -13%
CC(C)CC(c1nnnn1Cc1ccco1)N1CCN(c2cccc(Cl)c2)CC1 (stereo not given)
  7%, -6%, 9%, 34%, 12%, 7%, 6%, -4%, -7%, 11%, -53%
CCn1nc(NC(=O)c2ccccn2)c2cc3cc(C)ccc3nc21
  3%, -1%, 9.5µM*, 5µM*, -2%, 5%, 7.1µM*, 17%, 18%, 2%, 95%
S=C1NC2(CCS1)Oc1ccccc1C1CC(c3ccccc3)=NN12 (stereo not given)
  1%, 6%, 27µM*, -1%, ·, 12%, 13%, -3%, 1%, 30%, ·
O=[N+]([O-])c1ccc2[nH]ncc2c1
  0%, 0%, -4%, 13%, -3%, 7%, 1%, ?, 7%, 3%, -18%

Quoted from the listing.
COc1cc(NC(=O)CCCN2C(=O)NC(C)(C)C2=O)cc(OC)c1 in FLuc counter has -2%
C[N+]1(CCCCSc2ccc(O)cc2)CCCCC1 in uPA generation has -6%
O=C(C1CC=CCC1)N1CCC(CO)(Cc2ccc(Cl)cc2)CC1 (stereo not given) in uPA generation has -15%

Screening data: PubChem, National Center for Advancing Translational Sciences (NCATS)

Not all compounds are listed; count on the stated rates, not on these rows.
